POLB inh – blocks human DNA polymerase beta activity. P06746. Pol beta primer extension/strand displacement, fluorescence kinetic. Potency, µM (top dose mostly 114 µM), without a hit: top-dose activity change, negative = inhibition, usual class: inhibitors. actives 1.3% (n = 340,000); note: potency is the fitted concentration of half-maximal effect; % is set by controls: 0 for no effect and ±100 for the full control effect
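Human Pol beta at 10 nM; strand-displacement substrate 50 nM final. Compound exposure 15 min at room temperature before start, reaction 10 min at room temperature.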
Pol eta inh – blocks human DNA polymerase eta activity; Q9Y253; recombinant Pol eta, fluorescent DNA replication assay; Potency, µM (series often up to 114 µM), inactives show at the top dose activity change, negative = inhibition, most hits filed as inhibitors; actives 1.2% (n = 390,000); note: potency is the fitted concentration of half-maximal effect; % is set by controls: 0 for no effect and ±100 for the full control effect
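Pol eta (10 nM) was preincubated with compounds for 15 min at room temperature, after which fluorescent replication substrate (50 nM final) was added to start the reaction. Fluorescence was read kinetically at 0 and 10 min.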
Pol kappa inh – DNA polymerase kappa (human) inhibition | Q9UBT6 | actives 0.53% (n = 400,000) | purified Pol kappa, fluorescent DNA synthesis assay, 10 min | Potency, µM (top dose mostly 107 µM), without a hit: top-dose activity, negative = inhibition, actives largely listed as inhibitors; note: potency is the fitted concentration of half-maximal effect; % is set by controls: 0 for no effect and ±100 for the full control effect
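First, compounds were pin-transferred onto 10 nM Pol kappa. After 15 min at room temperature, substrate was added to 50 nM final. Fluorescence was then measured kinetically at 0 and 10 min.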
APEX1 inh – inhibitors of human APE1 endonuclease; Potency, µM (titrated, usually from 65.8 µM), for inactives: top-dose activity change, negative = inhibition, actives largely listed as inhibitors; actives 0.35% (n = 350,000); recombinant APE1, TAMRA/BHQ-2 abasic DNA cleavage fluorescence; AID 2517; P27695;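 note: potency is the fitted concentration of half-maximal effect; plate controls were vehicle for no effect and reference inhibitor for full effect; nearly all actives have a fitted effect of over 55% in size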
Target sequence (P27695 whole entry, looked up): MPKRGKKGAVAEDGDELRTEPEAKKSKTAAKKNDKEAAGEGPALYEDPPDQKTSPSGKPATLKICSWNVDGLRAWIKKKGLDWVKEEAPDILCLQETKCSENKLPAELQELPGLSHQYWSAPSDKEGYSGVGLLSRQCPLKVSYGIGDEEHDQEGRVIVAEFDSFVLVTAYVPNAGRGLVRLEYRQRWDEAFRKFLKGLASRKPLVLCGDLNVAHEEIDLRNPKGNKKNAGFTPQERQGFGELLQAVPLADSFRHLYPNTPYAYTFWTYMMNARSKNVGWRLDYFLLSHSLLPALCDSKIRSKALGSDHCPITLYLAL
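Readout is kinetic fluorescence (ex 525, em 598 nm) from cleavage of 50 nM TAMRA/BHQ-2 THF abasic duplex by 0.75 nM APE1, compound added 15 min beforehand at RT.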
Pol iota inh – blocks human DNA polymerase iota activity | Pol iota fluorescent replication assay, 10 min | Potency, µM (doses to about 115 µM), inactives show at the highest dose activity, negative = inhibition, usual class: inhibitors | AID 588590 | Q9UNA4 | actives 1% (n = 390,000); note: potency is the fitted concentration of half-maximal effect
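Fluorescent replication assay read twice, at 0 min and 10 min after adding 50 nM (final) substrate. Enzyme (10 nM) and compounds were first incubated 15 min at room temperature; enzyme-free buffer wells were negative controls.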
BLM inh – inhibitors of human Bloom syndrome helicase BLM; actives 0.2% (n = 350,000); P54132; Potency, µM (highest dose often 56.1 µM), inactives show at the highest dose activity change, negative = inhibition, usual class: inhibitors; recombinant BLM DNA unwinding, fluorescence dequenching;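 note: potency is the fitted concentration of half-maximal effect; plate controls were vehicle for no effect and no enzyme for full effect; nearly all actives have a fitted effect of over 35% in size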
Tb PGK inh – blocks T. brucei phosphoglycerate kinase; P07378; PGK/GAPDH coupled, Kinase-Glo luminescence, 60 min; Potency, µM (series often up to 57.5 µM), for the others: at the highest dose activity change, negative = inhibition, actives largely listed as inhibitors; actives 0.043% (n = 380,000); AID 602233; note: potency is the fitted concentration of half-maximal effect; % is set by controls: 0 for no effect and ±100 for the full control effect; nearly all actives have a fitted effect of over 60% in size
Target sequence (P07378 whole entry, looked up): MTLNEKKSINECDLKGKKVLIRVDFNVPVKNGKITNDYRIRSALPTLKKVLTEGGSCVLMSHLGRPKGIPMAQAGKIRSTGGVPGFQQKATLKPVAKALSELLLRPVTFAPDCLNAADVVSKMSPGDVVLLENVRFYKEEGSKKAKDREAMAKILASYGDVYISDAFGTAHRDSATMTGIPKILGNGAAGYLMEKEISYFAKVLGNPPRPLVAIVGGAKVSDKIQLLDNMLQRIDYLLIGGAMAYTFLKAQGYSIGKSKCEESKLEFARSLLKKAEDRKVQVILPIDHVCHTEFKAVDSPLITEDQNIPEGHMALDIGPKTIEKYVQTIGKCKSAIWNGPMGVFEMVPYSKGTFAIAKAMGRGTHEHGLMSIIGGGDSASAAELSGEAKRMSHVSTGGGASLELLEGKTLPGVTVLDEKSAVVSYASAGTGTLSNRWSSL
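Luminescent ATP detection (Kinase-Glo Plus) follows a 60-minute room-temperature incubation, with wells lacking PGK as controls. Buffer: 100 mM TEA (pH 7.6), 5 mM MgCl2, 0.01% Tween-20. Coupling enzyme GAPDH (100 nM final) supplies unstable 1,3-BPG in-well.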
RXFP1 antag – RXFP1 (human) relaxin receptor antagonism; AID 1259400; Q9HBX9; actives 0.59% (n = 350,000); HEK293-RXFP1, relaxin-stimulated cAMP HTRF, 30 min; hits give low values; activity change, negative = inhibition, % at 57.5 µM;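 active = activity change of -60% or lower, but not beyond a set lower limit; inconclusive = change between -60% and -40%, or beyond the set limit; inactive = change above -40%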; note: % is set by controls: 0 for no effect and ±100 for the full control effect
Anesthetic bind – binds horse apoferritin like a general anesthetic | apoferritin/1-aminoanthracene competitive binding, fluorescence | Potency, µM (highest dose often 77.5 µM), inactives show at the top dose activity change, negative = displacement, hits mostly inhibitors | actives 0.074% (n = 350,000) | AID 485281; note: potency is the fitted concentration of half-maximal effect; % is set by controls: 0 for no effect and ±100 for the full control effect; nearly all actives have a fitted effect of over 20% in size
Target sequence (P02791 2-175 limits assumed): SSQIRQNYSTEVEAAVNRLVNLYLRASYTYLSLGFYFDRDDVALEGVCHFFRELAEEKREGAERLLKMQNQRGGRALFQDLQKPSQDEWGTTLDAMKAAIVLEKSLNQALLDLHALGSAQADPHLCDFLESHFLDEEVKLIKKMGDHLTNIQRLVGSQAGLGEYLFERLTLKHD
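Concentration-response curves derived by four-parameter Hill fitting of normalized fluorescence, where compounds displaced 1-AMA from 10 uM horse apoferritin following a brief 10 min room-temperature incubation; propofol titration acted as positive control.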
The depositor's hits bear a star; i = inactive; ? = inconclusive; . = not tested or not shown; & = joins results of further samples; [ ] = another dose, or the depositor's remark. Unless noted, calls come from the whole dose curve; as a rule, active = well fitted curve in the direction sought with a large enough effect; inconclusive = small, poorly fitted or top-dose-only effect, or another doubt; inactive = no such curve, though single readings can be large; an effect the other way counts as inactive or inconclusive. This is a subset; rates above refer to the full screens.

1) O=C(CCCCCN1C(=O)c2cccc3cccc(c23)C1=O)NCCO
2) COc1ccc(OC)c(C(=O)CSc2nnc(Cc3cccs3)n2C)c1
3) COc1ccc(Cc2nnc(NC(=O)Cn3cnc4c3c(=O)n(C)c(=O)n4C)s2)cc1OC
4) CC(=O)Nc1cccc(OCC(=O)Nc2cccc(S(=O)(=O)N3CCCC3)c2)c1
5) CC(C(=O)N1c2ccccc2CCc2ccccc21)n1nnc(-c2ccc(N(C)C)cc2)n1 (stereo not given)
6) Cc1ccc2c(C)c(C(=O)N3CCN(C4CCS(=O)(=O)C4)CC3)oc2c1C (stereo not given)
7) Cn1c(C(=O)Nc2ccc3c(c2)OCCO3)cc2sccc21
8) CCCNC(=S)N1CCN(c2nc(-c3ccc(C)cc3)cs2)CC1

assay / compound	1	2	3	4	5	6	7	8
POLB inh	21%	0%	14%	.	-2%	17%	3%	?
Pol eta inh	-4%	-5%	-1%	-16%	0%	-1%	-8%	-10%
Pol kappa inh	-2%	3%	-12%	-15%	-6%	-16%	-11%	-4%
APEX1 inh	5%	-7%	19%	26%	2%	-2%	-6%	15%
Pol iota inh	-12%	-8%	-6%	14%	?	4%	-8%[58.9 µM]	114%[activator]
BLM inh	-12%	-13%	-1%	.	-5%	1%	-6%	-3%
Tb PGK inh	i	-5%	-5%	i	4%	1%	-2%	i
RXFP1 antag	4	-11	-5	1	1	-2	0	-26
Anesthetic bind	3%	4%	-7%	.	-9%	-13%	-19%	13%

9) O=[N+]([O-])c1ccc(Cl)cc1NCC1CCCO1 (stereo not given)
10) COC(=O)[C@@H]1[C@H](CCc2ccccc2)NC(=O)N(Cc2ccccc2)[C@@H]1C
11) COC(=O)C1C(=O)C2=C(CC1C)NC(=O)CC2c1ccc(F)cc1 (stereo not given)
12) Cc1ccc(C(=O)NNC(=O)C(C)Oc2ccc3ccccc3c2)o1 (stereo not given)
13) O=C(Cn1nnc(-c2ccccc2)n1)N/N=C/c1cccc([N+](=O)[O-])c1
14) O=C(CCC1CCCC1)NC1CCCCC1
15) O=C(CSc1nc2ccccc2nc1Cc1ccccc1)N1CCCc2ccccc21
16) CCCN1CCC(=O)N(CCSc2ccc(NC(C)=O)cc2)CC1

assay / compound	9	10	11	12	13	14	15	16
POLB inh	-22%	.	23%	.	-22%	3%	-11%	?
Pol eta inh	2%	-19%	-5%	-1%	-7%	-14%	-11%	-16%
Pol kappa inh	-18%	-10%	-11%	-2%	2%	0%	-10%[60.1 µM]	5%&5%
APEX1 inh	29%	13%[12.4 µM]	3%	4%	-3%	4%	.	-16%&-5%
Pol iota inh	-20%	27%	73%[activator]	20%	-12%	4%	-2%	3%&4%
BLM inh	-4%	5%[12.4 µM]	-3%	.	-2%	-3%	-11%	3%&0%
Tb PGK inh	-5%	0%	0%	-1%	i	-7%	0%	i
RXFP1 antag	9	.	1	-9	-13	-6	4	.
Anesthetic bind	-13%	.	-6%	.	?	?	5%	2%&-6%

17) COc1ccccc1CCNC(=O)C(=O)NCC1OCCCN1S(=O)(=O)c1cc(C)ccc1C (stereo not given)
18) CCNC(=O)c1cc2ccccc2o1
19) O=C(CCC(=O)c1ccc(Oc2ccccc2)cc1)Nc1ccc(Cl)cc1Cl
20) O=C(NCCc1ccc(Cl)cc1)c1ccc2nc(CCc3ccccc3)oc2c1
21) COc1cccc(/C=N/NC(=O)C[n+]2ccccc2)c1O
22) COc1cccc(C(C(=O)Nc2ccc(F)cc2)N(C(=O)Cn2nnc3ccccc32)C2CC2)c1 (stereo not given)
23) CCCN1Cc2cccc(C(=O)Nc3ccc(C)cc3)c2C1=O
24) COc1ccc(CC(=O)Nc2ccc(-c3cn4cccc(C)c4n3)cc2)cc1OC

assay / compound	17	18	19	20	21	22	23	24
POLB inh	17%	25%	0%	-1%	0%	0%	1%	-29%
Pol eta inh	-20%	-18%	6%	-1%	-13%	-5%	-13%	-6%
Pol kappa inh	-5%	-2%	-4%	-2%[60.1 µM]	0%	-5%[60.1 µM]	-6%	-17%
APEX1 inh	-12%	0%	?	.	-4%	-2%	10%	-9%
Pol iota inh	8%	35%[activator]	-12%	9%	-22%	23%	3%	-1%
BLM inh	-5%	-3%	-1%	-1%	-5%	-7%	-3%	5%
Tb PGK inh	-4%	0%	-10%[11.5 µM]	-10%	-5%	-9%	2%	-3%
RXFP1 antag	-8	.	-10	-6	-6	10	-2	3
Anesthetic bind	5%	-8%	-11%	-6%	-3%	-15%	-1%	-4%

25) Cc1ccc(C)c(S(=O)(=O)N2CCC3(CC2)OCCO3)c1
26) COc1ccc(-c2nc3c([nH]2)c(=O)n(C)c(=O)n3C)c(OC)c1
27) O=S(=O)(c1cccs1)N1CN(Cc2ccc(F)cc2)c2nc3ccccc3nc21
28) COc1ccccc1N1C(=O)CCC1(C#N)c1ccc(Br)cc1 (stereo not given)
29) O=c1c(N2CCc3ccccc3C2)csc2ccc(F)cc12
30) O=C(OCC(=O)N1CCc2ccccc21)c1ccccc1[N+](=O)[O-]
31) COc1cc(/C=N/NC(N)=O)ccc1OCC(=O)Nc1cc(C)c(C)cc1Br
32) CCOC(=O)CSc1nnc(CNC(=O)c2cccs2)n1-c1cc(C)ccc1C

assay / compound	25	26	27	28	29	30	31	32
POLB inh	1%	42%	-1%	18%	5%	.	-3%	20%
Pol eta inh	-16%	-9%	-4%	-20%	.	-20%	14%	-6%
Pol kappa inh	4%	-5%	-6%	-23%	-6%[60.1 µM]	-18%	4%	-2%
APEX1 inh	35%	15%	-5%	4%	.	-2%	17%	13%
Pol iota inh	24%	27%	0%	-19%	14%	20%	-6%	6%
BLM inh	-3%	0%	-10%	-2%	0%	.	-2%	-4%
Tb PGK inh	-1%	-5%	-12%	-3%	.	-16%	-5%	-4%
RXFP1 antag	1	19	-3	6	-4	3	-1	-3
Anesthetic bind	-9%	-4%	-13%	-11%	-8%	.	-2%	-10%

In another format: results already given.
Values in the order – POLB inh, Pol eta inh, Pol kappa inh, APEX1 inh, Pol iota inh, BLM inh, Tb PGK inh, RXFP1 antag, Anesthetic bind
31: COc1cc(/C=N/NC(N)=O)ccc1OCC(=O)Nc1cc(C)c(C)cc1Br
 : -3%, 14%, 4%, 17%, -6%, -2%, -5%, -1, -2%
29: O=c1c(N2CCc3ccccc3C2)csc2ccc(F)cc12
 : 5%, ., -6%[60.1 µM], ., 14%, 0%, ., -4, -8%
32: CCOC(=O)CSc1nnc(CNC(=O)c2cccs2)n1-c1cc(C)ccc1C
 : 20%, -6%, -2%, 13%, 6%, -4%, -4%, -3, -10%
25: Cc1ccc(C)c(S(=O)(=O)N2CCC3(CC2)OCCO3)c1
 : 1%, -16%, 4%, 35%, 24%, -3%, -1%, 1, -9%

Next results follow.
33) CC(=O)Nc1ccc(S(=O)(=O)NC2=NCN(C)CN2)cc1
34) COc1ccc(C(=O)CN2CC(C)SC2=Nc2ccc(Cl)cc2)cc1 (stereo not given)
35) COc1ccc(Cl)c2c1[nH]c1nc(SCc3ccccn3)nnc12
36) O=C(CNS(=O)(=O)c1cccc(F)c1)OCC(=O)N1CCCC1=O
37) Cc1ccc(C(=O)NCC(=O)NCC(c2cccs2)N2CCOCC2)cc1 (stereo not given)
38) C[C@@H]1C=CC(=O)O[C@@H]1c1ccc(C(F)(F)F)cc1
39) Cc1cc(C)n2nc(C(=O)OCC(=O)NCc3ccc(Cl)cc3)nc2n1
40) COc1ccccc1NC(=O)COC(=O)CNC(=O)C1CCCCC1

assay / compound	33	34	35	36	37	38	39	40
POLB inh	0%	-2%[57.1 µM]	?	.	.	24%	.	.
Pol eta inh	-12%	-13%	?	-7%	-5%	.	-20%	-5%
Pol kappa inh	1%	-17%	-4%	-5%	0%	.	1%	-5%
APEX1 inh	4%	-2%	-3%	39%[activator]	6%	16%	4%	21%
Pol iota inh	4%	0%	62%[activator]	12%	-2%	.	19%	25%
BLM inh	-8%	-9%	4%	.	.	-5%	.	.
Tb PGK inh	i	3%	4%	i	i	.	-4%	2%
RXFP1 antag	-5	-14	-4	5	-7	.	6	6
Anesthetic bind	-3%	-7%	?	.	.	?	.	.

41) O=C(COC(=O)c1ccc(Br)o1)Nc1ccc2c(c1)OCCO2
42) O=S(=O)(c1ccc(Cl)cc1)c1nc(-c2ccco2)oc1N1CCCCC1
43) Cn1c(C(=O)NN)cc2cc(OCc3ccccc3)ccc21
44) O=C(/C=C/c1ccccc1)Nc1ccc(S(=O)(=O)N2CCOCC2)cc1
45) COC(=O)c1sc2ccccc2c1NC(=O)c1coc2ccccc2c1=O
46) CCc1ccc(-c2nc3c(c(SCc4ccc(F)cc4)n2)Cc2c(CO)cnc(C)c2O3)cc1
47) Cc1ccc(NC(=O)CCNC(=O)c2ccc(Br)cc2)cc1S(=O)(=O)N1CCOCC1
48) O=C1CCC([N+](=O)[O-])C(c2ccccc2Br)N1 (stereo not given)
49) NCCc1cnc(-c2cccc(C(F)(F)F)c2)[nH]1
50) CCCC(=O)c1cc2c(cc1NC(=O)c1cccs1)OCCO2

assay / compound	41	42	43	44	45	46	47	48	49	50
POLB inh	.	49%	.	.	15%	16%	.	21%	.	40%
Pol eta inh	-12%	-22%	-13%	-18%	-20%	-15%	-25%	-21%	.	2%
Pol kappa inh	-18%	-7%	0%	-1%	-3%	-1%	-12%	3%	16%[60.1 µM]	4%
APEX1 inh	-7%	-12%	.	.	11%	.	4%	45%	-5%	3%
Pol iota inh	-1%	-1%	?	4%	27%	25%	19%	25%	.	6%
BLM inh	.	-14%	.	.	1%	0%	.	-4%	-4%	2%
Tb PGK inh	0%	i	-6%	i	-4%	-7%	0%	-9%	.	i
RXFP1 antag	-3	-1	5	-21	8	-8	-9	3	.	-11
Anesthetic bind	.	-2%	.	.	-5%	-7%	.	-9%	2%	-7%

Screening data deposited in PubChem by National Center for Advancing Translational Sciences (NCATS).
